# Cav3 T inh: blocks human Cav3.2 T-type calcium channel | Cav3.2-expressing cells, Fluo-4 calcium fluorescence FDSS; active compounds read low | B-score at 10 µM | O95180 | 100,000 compounds, 4% hits;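 active means single-dose well whose peak fluorescence ratio is a statistical outlier from its plate by either plate-standardised score or position-corrected B-score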
# Target sequence (O95180 whole entry, looked up): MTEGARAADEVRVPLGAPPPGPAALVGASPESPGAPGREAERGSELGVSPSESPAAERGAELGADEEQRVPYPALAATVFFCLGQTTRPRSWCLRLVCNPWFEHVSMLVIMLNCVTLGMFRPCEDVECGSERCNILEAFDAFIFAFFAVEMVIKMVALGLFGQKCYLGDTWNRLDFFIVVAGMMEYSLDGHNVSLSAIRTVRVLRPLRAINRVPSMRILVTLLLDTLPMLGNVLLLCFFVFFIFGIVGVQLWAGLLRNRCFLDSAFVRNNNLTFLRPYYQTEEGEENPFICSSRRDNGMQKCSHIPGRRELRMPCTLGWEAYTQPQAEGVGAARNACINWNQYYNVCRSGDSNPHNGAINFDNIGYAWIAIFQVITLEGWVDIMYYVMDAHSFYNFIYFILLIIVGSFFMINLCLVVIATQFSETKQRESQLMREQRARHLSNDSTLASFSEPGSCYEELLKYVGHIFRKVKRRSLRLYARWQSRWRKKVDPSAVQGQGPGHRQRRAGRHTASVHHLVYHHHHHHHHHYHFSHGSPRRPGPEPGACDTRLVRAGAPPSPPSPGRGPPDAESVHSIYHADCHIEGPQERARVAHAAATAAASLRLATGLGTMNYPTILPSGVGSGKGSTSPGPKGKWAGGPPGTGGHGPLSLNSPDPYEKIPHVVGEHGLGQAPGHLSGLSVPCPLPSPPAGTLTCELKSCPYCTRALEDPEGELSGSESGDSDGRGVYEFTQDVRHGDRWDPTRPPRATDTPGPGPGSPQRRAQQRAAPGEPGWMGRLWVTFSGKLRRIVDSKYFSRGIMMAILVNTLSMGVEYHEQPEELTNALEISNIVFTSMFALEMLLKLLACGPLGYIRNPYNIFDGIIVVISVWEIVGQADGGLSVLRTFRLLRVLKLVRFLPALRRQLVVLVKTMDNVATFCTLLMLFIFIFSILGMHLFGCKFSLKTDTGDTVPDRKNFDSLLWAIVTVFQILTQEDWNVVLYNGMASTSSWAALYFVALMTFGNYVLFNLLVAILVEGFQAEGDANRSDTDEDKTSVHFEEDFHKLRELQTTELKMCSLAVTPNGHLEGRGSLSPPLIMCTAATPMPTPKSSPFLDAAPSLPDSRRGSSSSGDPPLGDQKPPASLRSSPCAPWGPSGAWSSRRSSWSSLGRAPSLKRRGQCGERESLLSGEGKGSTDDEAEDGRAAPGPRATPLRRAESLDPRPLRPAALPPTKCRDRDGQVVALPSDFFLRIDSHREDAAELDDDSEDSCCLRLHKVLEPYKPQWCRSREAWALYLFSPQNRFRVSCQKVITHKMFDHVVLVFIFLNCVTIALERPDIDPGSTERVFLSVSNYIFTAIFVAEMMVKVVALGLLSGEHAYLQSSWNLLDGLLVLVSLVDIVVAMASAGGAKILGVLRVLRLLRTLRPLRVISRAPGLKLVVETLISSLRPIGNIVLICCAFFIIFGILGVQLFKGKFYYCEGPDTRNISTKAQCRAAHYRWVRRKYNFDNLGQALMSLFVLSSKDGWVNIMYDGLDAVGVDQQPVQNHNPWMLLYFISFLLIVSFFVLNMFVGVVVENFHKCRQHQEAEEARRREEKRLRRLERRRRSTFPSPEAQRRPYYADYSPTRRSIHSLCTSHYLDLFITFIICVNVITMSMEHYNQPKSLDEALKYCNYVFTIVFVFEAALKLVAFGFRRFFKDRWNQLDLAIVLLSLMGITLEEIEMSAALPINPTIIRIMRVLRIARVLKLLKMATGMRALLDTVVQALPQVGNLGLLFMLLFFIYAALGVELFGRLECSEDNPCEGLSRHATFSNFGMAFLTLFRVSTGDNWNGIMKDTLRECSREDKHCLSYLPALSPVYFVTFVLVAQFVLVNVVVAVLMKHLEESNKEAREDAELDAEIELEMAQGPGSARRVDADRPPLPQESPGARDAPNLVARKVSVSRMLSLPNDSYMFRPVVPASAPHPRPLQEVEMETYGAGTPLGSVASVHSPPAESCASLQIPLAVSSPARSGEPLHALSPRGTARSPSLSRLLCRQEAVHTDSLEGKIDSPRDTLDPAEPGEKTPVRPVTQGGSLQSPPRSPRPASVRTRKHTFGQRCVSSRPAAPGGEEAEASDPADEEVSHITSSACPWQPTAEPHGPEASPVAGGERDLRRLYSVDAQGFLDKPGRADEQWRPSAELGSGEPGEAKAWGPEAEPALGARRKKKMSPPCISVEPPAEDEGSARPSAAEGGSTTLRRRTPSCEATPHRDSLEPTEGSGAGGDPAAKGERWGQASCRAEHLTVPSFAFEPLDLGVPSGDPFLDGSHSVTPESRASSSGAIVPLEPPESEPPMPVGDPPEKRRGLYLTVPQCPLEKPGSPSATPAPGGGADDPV
# An asterisk follows results filed as active. Some of the compounds tested (hit frequency here may not be typical).
SMILES,Cav3 T inh
Cc1nc(N2CCN(Cc3ccccc3)CC2)c(C#N)c2c1COC(C)(C)C2,0.18
Cc1ccccc1C(=O)Nc1ccccc1C(=O)NCc1ccccc1,-2.6
COc1ccc(OC)c(C2=Nn3c(nnc3-c3cc(OC)c(OC)c(OC)c3)SC2)c1,-0.66
COc1cccc(OCCN2CCN(c3ncnc4c3cnn4-c3ccccc3)CC2)c1,-1.4
COC(=O)c1cccc(CSc2nnc(-c3ccco3)n2-c2ccccc2)c1,-3.3
CCCCN(CCCC)Cc1cc2ccccc2c2c1COC2,-0.42
CCc1sc(N(C(=O)Cc2ccccc2)c2cccc(F)c2)nc1-c1ccc(C)cc1,-1.1
CC(=O)OCC(CCn1cnc2cnc(N)nc21)COC(C)=O,1.9
CC(=O)Nc1ccc2[nH]c(C)cc(=O)c2c1,-0.0095
CCOC(=O)N1CCC(NS(=O)(=O)c2ccc3c(c2)oc(=O)n3C)CC1,0.18
Cn1cc(CC(=O)NCCCN2CCCC2)c2ccccc21,0.016
Cc1nnsc1NC(=O)OCc1ccc(Cl)cc1Cl,-0.56
CC(CCc1ccccc1)NC(=O)c1cccnc1 (stereo unspecified),1.4
C/C(=N\NC(=O)C1CC1c1ccccc1)c1ccc(C)s1 (stereo unspecified),-0.19
N#Cc1c(/N=C/N2CCOCC2)sc2c1CCCCC2,-0.03
O=C(COc1ccc(S(=O)(=O)N2CCCC2)cc1Cl)NCc1ccco1,-2.7
CCCCn1nnc(NC(=O)CCC)n1,1.2
Cc1ccc2[nH]c(=O)c(CN(CCCO)S(=O)(=O)c3cccc4nsnc34)cc2c1,-2.7
O=C(NCCN1CCOCC1)Nc1ccc(Cl)cc1,0.72
C=CCn1c(Cc2cccs2)nnc1SCC(=O)c1ccc(F)cc1,-1.6
Cc1ccnc(N2CCN(C(=O)CSc3nc4ccccc4nc3N3CCCCC3)CC2)c1,-7.4*
N#Cc1c(N)n(C2CCCCC2)c2nc3ccccc3nc12,0.57
COC(=O)C1CCN(C(=O)Nc2ccc(OC)cc2)CC1,-0.041
Cc1ccc(S(=O)(=O)N2CCCN(S(=O)(=O)C3CCS(=O)(=O)C3)CC2)cc1 (stereo unspecified),0.49
C=CCSc1nnnn1-c1ccc(OC)cc1,-0.062
COc1ccc(C(=O)Cc2cc(OC)c(OC)cc2[N+](=O)[O-])c(OC)c1,1.1
O=C(CCCC(=O)OCC(F)(F)C(F)F)Nc1ccc(NC(=O)CCCC(=O)OCC(F)(F)C(F)F)cc1,-0.71
Nc1nnnn1/N=C/c1cccs1,0.56
COc1ccc(F)cc1S(=O)(=O)NC1CCCCCC1,-0.42
COc1cc(C)cc(C(=O)O)c1C1=C(O)c2cccc(O)c2C(=O)C1=O,0.96
COc1ccc(NC(=O)CN(Cc2ccccc2)S(C)(=O)=O)cc1,0.35
N#Cc1c(N2CCCCC2)nc(N)c2c(N)nc3c(c12)CC(c1ccccc1)O3 (stereo unspecified),-0.83
CCOC(=O)N1CCC(NS(=O)(=O)c2cc3c(cc2C)NC(=O)CO3)CC1,0.05
CCn1c(-c2cccc(Br)c2)n[nH]c1=S,-0.4
Cn1c(CO)cnc1SCc1ccc(Cl)cc1,0.0042
COc1ccccc1N1CCN(C(=O)c2ccc(N3CCCC3=O)cc2)CC1,0.23

# A draw from above in order of molar mass, highest first.
SMILES,Cav3 T inh
CCOC(=O)N1CCC(NS(=O)(=O)c2cc3c(cc2C)NC(=O)CO3)CC1,0.05
N#Cc1c(N2CCCCC2)nc(N)c2c(N)nc3c(c12)CC(c1ccccc1)O3 (stereo unspecified),-0.83
COc1ccccc1N1CCN(C(=O)c2ccc(N3CCCC3=O)cc2)CC1,0.23
COc1ccc(C(=O)Cc2cc(OC)c(OC)cc2[N+](=O)[O-])c(OC)c1,1.1
COc1cc(C)cc(C(=O)O)c1C1=C(O)c2cccc(O)c2C(=O)C1=O,0.96
COc1ccc(NC(=O)CN(Cc2ccccc2)S(C)(=O)=O)cc1,0.35
CCn1c(-c2cccc(Br)c2)n[nH]c1=S,-0.4

# A different layout for part of the listing above:
SMILES | Cav3 T inh
COc1ccc(C(=O)Cc2cc(OC)c(OC)cc2[N+](=O)[O-])c(OC)c1 | 1.1
O=C(CCCC(=O)OCC(F)(F)C(F)F)Nc1ccc(NC(=O)CCCC(=O)OCC(F)(F)C(F)F)cc1 | -0.71

# (further entries)
SMILES,Cav3 T inh
CCOc1ccc(S(=O)(=O)N(CC(=O)Nc2cc(C)on2)Cc2ccccc2Cl)cc1,-2.8
CC(O)CNc1nc2ccccc2n1-c1ncnc2sc3c(c12)CCC3 (stereo unspecified),-6.4*
NC(=NC(=O)c1ccccc1)C1=C(O)CCC1=O,0.077
O=C(Nc1sc2c(c1C(=O)NC1CC1)CCCCCC2)c1ccco1,-0.073
CC(C)C[C@@H]1NC(=O)[C@H](Cc2ccccc2)N(C)C(=O)[C@H](C)NC(=O)c2ccccc2NC(=O)[C@H](Cc2ccc(O)cc2)N(C)C1=O,-2.6
COC(=O)C1=C(C(=O)OC)[C@@H]2N(Cc3ccccc3)c3ccccc3[C@@]23C[C@@H](C(=O)OC)N(C(C)=O)C3=N1,-0.92
CCOC(=O)c1ccccc1NC(=O)CN(c1ccccc1OC)S(C)(=O)=O,-0.47
CC[C@H](C)[C@@H](NC(=O)O[C@@H]1C(=O)c2cc(Br)ccc2O[C@H]1c1cccc(OC)c1)C(=O)OC,-0.33
CSc1cccc(NC(=O)c2nnn(Cc3ccccc3)c2N)c1,-0.69
O=C(Nc1ccccc1)C1(c2ccccc2)CC1(Cl)Cl (stereo unspecified),-7.5*
CCOC(=O)c1sc(-c2ccccc2)cc1NC(=O)CSc1nnnn1C,-0.36
O=C(Cn1cnc2c(nnn2-c2ccccc2)c1=O)NCc1ccco1,0.45
CC(C)NS(=O)(=O)c1ccc(OCC(=O)Nc2cccc3ccccc23)cc1,-3.6*
COc1ccc(C2=NOC(C(=O)NCc3ccco3)C2)cc1 (stereo unspecified),0.34
O=P(CO)(Cc1ccccc1)Cc1ccccc1,1
CCN(CCO)C(=O)CC(c1ccccc1)c1cc(Br)ccc1O (stereo unspecified),-0.75
Cn1nnc2cc(C(=O)NC(C)(C)C)ccc21,0.095
O=C(c1cccs1)N(CC1CCCO1)c1nc(-c2ccccc2)cs1 (stereo unspecified),-0.82
C=CCNc1nnc(SCC(=O)N2CCCCC2)c2ccccc12,0.31
CC(C)(C)c1ccc(C(=O)CSc2ncn[nH]2)cc1,-0.52
O=C1CCN(S(=O)(=O)c2ccccc2)CCN1CCOCc1ccc(F)cc1,0.28
COc1cccc(-c2nc(C(N)=O)c3[nH]c(=O)n(-c4ccccc4)c3n2)c1OC,1.2
O=c1cc(NC2CCCCC2)c2ccccc2o1,1.5
O=C(Cc1cccs1)NCc1ccccc1,0.99
O=C(CN1C(=O)c2ccccc2S1(=O)=O)NC1CCCC1,0.33
O=C(Cn1cccc1C(=O)c1ccccc1)NCc1ccccc1,-0.49
CCC(=O)Nc1ccc2nc(C)n(CC(=O)Nc3ccccc3)c(=O)c2c1,0.36
CC(C)NC(=O)c1cnc(Sc2ncc(C(F)(F)F)cc2Cl)n1C,0.35
CCOC(=O)CSc1nnc(-c2cccc(Br)c2)o1,-0.98
COC(=O)CNC(=O)COC(=O)c1cc(F)c(F)cc1Cl,0.77
CCCc1cc(=O)oc2cc(OCC(=O)Nc3cc(C)on3)ccc12,0.056
CN1CCc2nc(SCCOc3ccccc3)c(C#N)cc2C1,-2.3
COc1cc(C2c3c(oc4ccccc4c3=O)C(=O)N2c2ccc(C)cn2)ccc1O (stereo unspecified),0.6
COC(=O)c1ccc(NC(=O)C2CCCN2S(=O)(=O)c2ccc(OC)cc2)cc1 (stereo unspecified),0.55
C[C@@H](NC(=O)c1nc[nH]c1C(=O)N[C@@H](Cc1ccccc1)C(=O)OCc1ccccc1)c1ccccc1,-1.4
CCN1CCN(CC(O)COc2ccc(C(C)=O)cc2)CC1 (stereo unspecified),0.009
CC(=O)Nc1ccc(S(=O)(=O)NNC(=O)c2ccc(C)cc2)cc1,-0.67
c1csc(-c2csc3nc(CN4CCOCC4)nc(NCc4ccc5c(c4)OCO5)c23)c1,-7.6*
CCc1cc2cc(C)c(C)cc2nc1SCC(=O)NNC(=O)c1ccco1,-0.015
Cc1nn(Cc2ccccc2Cl)c(C)c1NC(=O)Cn1nc([N+](=O)[O-])c(Cl)c1C,-0.65
Fc1ccc(Br)cc1C1C=C(c2ccc(Br)s2)Nc2ncnn21 (stereo unspecified),-2.9*
O=C(Nc1ccc(N2CCCCC2)c(C(=O)O)c1)c1ccco1,0.5
CC(C)(C)OC(=O)N1CCC(C(=O)N2CCCCCC2)CC1,0.048
Nc1scc(-c2ccncc2)c1Cl,-1.3
COc1ccc(C2CC(c3cccc(C)c3)n3ncnc3N2)cc1 (stereo unspecified),-2.1
COc1ccc(-n2cnc3cc(NS(=O)(=O)c4ccccc4)ccc32)cc1,1.2
Brc1c(CSc2nc3ccccc3o2)nc2ncccn12,-0.29
CCCCOc1ccc(C(=O)N2CCCC2)cc1,0.48
CN(C)C(=O)c1c2c(nc3ccccc13)-c1ccccc1CC2,0.12
O=C(CN1CCOCC1)Nc1ccccc1Cl,-1.8
CC(=O)C1=C(O)C(=O)N(c2ccc(S(N)(=O)=O)cc2)C1c1ccccc1F (stereo unspecified),0.44
Cc1c(C(=O)Nc2ccncc2)oc2c1C(=O)CC(C)(C)C2,0.6
Clc1ccccc1CSC1=NCCCN1,0.079
Cc1ccc(S(=O)(=O)NC2=NCN(Cc3cccnc3)CN2)cc1,0.98
CC(=O)Nc1ccc(S(=O)(=O)Nc2ccc(N3CCOCC3)cc2)cc1,1.2
COc1ccc(N(C(=O)c2ccc(Br)o2)C2C=CS(=O)(=O)C2)cc1 (stereo unspecified),0.22
N#CC1=C(SCC(=O)Nc2nccs2)NC(=O)CC1c1ccccc1 (stereo unspecified),-0.8
O=C1SC(SCc2ccccc2)=N/C1=C\c1ccco1,-0.5
COc1cc2c(C)nc(C)c(C#N)c2cc1OC,0.011
CN(c1ccccc1)S(=O)(=O)c1ccc(C(=O)OCC(=O)NCc2ccco2)cc1,0.0055

# More compounds
SMILES,Cav3 T inh
Cc1ccc2nc(C3CCN(CC(=O)N4CCCCCC4)CC3)[nH]c2c1,0.96
CCOc1cc(N2CCOCC2)c(OCC)cc1NC(=O)C(NC(=O)c1ccco1)C(C)C (stereo unspecified),2.6
Cc1ccccc1-n1nc(C(=O)O)c(C)c(C#N)c1=O,0.091
OC1(c2ccccc2F)CCN(Cc2nnc(-c3ccccc3)o2)CC1,-0.057
CCCn1nc(C(=O)OCC(=O)c2ccc3c(c2)NC(=O)CO3)c2ccccc2c1=O,0.26
Cc1nnc(SCC(=O)Nc2nccs2)s1,0.7
CCN=C1SC(C(N)=O)CC(=O)N1CC (stereo unspecified),-1.5
CC(C)Cc1nnc(NC(=O)CC(=O)Nc2ccccc2C(=O)O)s1,0.59
O=C1c2ccccc2C(O)N1Cc1ccccc1Cl (stereo unspecified),1.1
CS(=O)(=O)N1CCCC(c2nc(-c3ccc(S(=O)(=O)NCc4ccccc4)cc3)no2)C1 (stereo unspecified),0.66
Cc1ccc(Cn2c(Sc3ncccn3)nc3c2c(=O)[nH]c(=O)n3C)cc1,0.58
CC(Oc1ccc(C(=O)NC2CCCCC2)cc1)C(=O)O (stereo unspecified),0.11

# Entries above shown as hits in Cav3 T inh.
SMILES,Cav3 T inh
Cc1ccnc(N2CCN(C(=O)CSc3nc4ccccc4nc3N3CCCCC3)CC2)c1,-7.4*
CC(O)CNc1nc2ccccc2n1-c1ncnc2sc3c(c12)CCC3 (stereo unspecified),-6.4*
O=C(Nc1ccccc1)C1(c2ccccc2)CC1(Cl)Cl (stereo unspecified),-7.5*
CC(C)NS(=O)(=O)c1ccc(OCC(=O)Nc2cccc3ccccc23)cc1,-3.6*
c1csc(-c2csc3nc(CN4CCOCC4)nc(NCc4ccc5c(c4)OCO5)c23)c1,-7.6*
Fc1ccc(Br)cc1C1C=C(c2ccc(Br)s2)Nc2ncnn21 (stereo unspecified),-2.9*

# The listing continues:
SMILES,Cav3 T inh
Cc1cc(-c2csc(N)n2)c(C)n1C,0.04
Cc1ccc(CN2CCN(CC(=O)NC(C)CCc3ccccc3)C2=O)cc1 (stereo unspecified),-5.7*
C=CCN1C(=O)C(CC(=O)Nc2ccc(OC)cc2)N(Cc2ccco2)C1=S (stereo unspecified),-0.19
CC(C)(C)c1ccc(C(O)CCCN2CCC(C(O)(c3ccccc3)c3ccccc3)CC2)cc1 (stereo unspecified),-4.8*
CC(=O)Nc1ccc(C(=O)N2CCCC2)cc1,0.65
COC(=O)c1c(C)oc2ccc(NS(=O)(=O)c3cc(OC)ccc3OC)cc12,0.015
Cc1ccccc1NC(=O)CN1C(=O)NC2(CCCCC2)C1=O,-0.76
Cc1ccc(CCNC(=O)C2CC(c3cc(C(F)(F)F)cc(C(F)(F)F)c3)=NO2)cc1 (stereo unspecified),-2.2
CCn1cc(C(=O)OCC(=O)Nc2c(C)n(C)n(-c3ccccc3)c2=O)c(=O)c2ccc(C)nc21,-0.061
O=S(=O)(NCc1ccco1)c1cccc2cccnc12,1.9
CCCc1cc(=O)[nH]c(SCC(=O)C(C)(C)C)n1,0.2
CCOC(=O)c1ccc(S(=O)(=O)Nc2ccc3cn[nH]c3c2)cc1,-0.67
CCS(=O)(=O)N1CCC(C(=O)c2ccc(Cl)cc2)CC1,0.78
Cc1conc1NC(c1cccs1)c1ccc2cccnc2c1O (stereo unspecified),-0.9
COc1ccc(OCC(=O)NC2CC(C)(C)NC(C)(C)C2)cc1,-0.34
O=C(Cc1ccccc1)NCCSCc1ccco1,-0.18
Brc1ccc2c(c1)C(c1ccc(N3CCOCC3)cc1)=NNC(c1cccs1)=N2,-1.8
O=C(CN1C(=O)C2CCCN2C(=O)c2ccccc21)Nc1ccccc1-n1cccc1 (stereo unspecified),0.61
C/C(=C\C(=O)c1cccnc1)Nc1ccc(C(=O)O)cc1,0.99
CC(NC(=O)/C(C#N)=C/c1cn[nH]c1-c1ccccc1)c1ccccc1 (stereo unspecified),-3.6
CNC(=O)[C@@]1(Cc2ccccc2)C=C[C@@H](C)N1C(C)=O,0.8
Cc1cc2oc(=O)cc(CN3CCc4ccccc43)c2cc1Cl,-5.3*
Cc1cc(C)c(C#N)c(SCC(=O)Nc2ccccc2C(N)=O)n1,1
CCOC(=O)C1C(=O)Nc2nc(C)nn2C1c1ccccc1 (stereo unspecified),1.1

# High-throughput results: PubChem, Vanderbilt High Throughput Screening Facility
